Screening results as filed in PubChem BioAssay.
CCHFV vOTU inh: CCHFV vOTU protease inhibitors, primary screen, biochemical, Pep-AMC substrate, fluorescence; Crimean-Congo hemorrhagic fever virus L polyprotein viral ovarian tumor (vOTU) protease …; inhibition, % at 11.5 µM; hit rate 0.55% among 370,000; AID 651958, 2012; further: 0% = vehicle wells with enzyme and 100% = no enzyme wells
PrPC surface inh: inhibitors of human cell surface prion protein PrPC, primary screen, cell-based, TR-FRET | Major prion protein (Homo sapiens), P04156 | TR-FRET read-out | inhibition, % at 13.8 µM | hit rate 0.43% among 370,000 | AID 720596, 2013; in the data active means inhibition above about 24%; further: 0% = median of the test wells and 100% = reference compound wells
BoNT-A LC inh2: BoNT/A light chain protease inhibitors, primary screen, biochemical, flow cytometry, MLPCN library; multiplex microsphere protease substrate cleavage; inhibition, % at 10 µM; hit rate 0.17% among 360,000; in the data active means inhibition above about 30%; inconclusive means no clear call, values can overlap the other calls; further: plate controls were buffer without enzyme for full effect and enzyme alone for no effect
Mtb BioA inh: M. tuberculosis BioA enzyme inhibitors, primary screen, biochemical, plate reader, single point, HTS; 7,8-diaminopelargonic acid synthase BioA (Mycobacterium tuberculosis); inhibition, % at 9.99 µM; AID 602481, 2012; hit rate 0.096% among 360,000; purified M. tuberculosis BioA enzyme; in the data active means inhibition above about 40%; inconclusive means no clear call, values can overlap the other calls
GDH-TPI counter: GDH-TPI coupling enzyme inhibitors, primary screen, artefact control for M. tuberculosis FBA inhibitor project, biochemical, absorbance, full deck | hit rate 1.2% among 360,000 | inhibition, % at 4.8 µM | GDH-TPI coupled enzyme counterscreen, NADH absorbance;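 further: 0% = DMSO wells and 100% = wells lacking the enzyme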
Mtb UGM inh: M. tuberculosis UGM enzyme inhibitors, primary screen, biochemical, fluorescence polarization, single point; hit rate 0.06% among 320,000; inhibition, % at 10 µM; purified UGM, fluorescence polarization probe displacement; AID 504406, 2011; in the data active means inhibition above about 10%, passing the limit was not always enough; inconclusive means no clear call, values can overlap the other calls
Target sequence (P9WIQ1 whole entry, looked up): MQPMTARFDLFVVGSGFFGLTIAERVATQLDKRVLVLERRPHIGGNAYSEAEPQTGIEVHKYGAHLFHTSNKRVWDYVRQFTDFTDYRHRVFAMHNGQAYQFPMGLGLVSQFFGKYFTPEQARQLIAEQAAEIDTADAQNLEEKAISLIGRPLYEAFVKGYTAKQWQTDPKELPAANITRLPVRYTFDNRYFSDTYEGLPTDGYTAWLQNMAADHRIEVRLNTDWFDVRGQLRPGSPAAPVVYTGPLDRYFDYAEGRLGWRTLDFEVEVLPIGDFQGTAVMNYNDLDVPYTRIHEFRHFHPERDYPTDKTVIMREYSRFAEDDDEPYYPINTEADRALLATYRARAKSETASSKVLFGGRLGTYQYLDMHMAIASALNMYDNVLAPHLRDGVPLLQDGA
FadD28 binding: inhibitors of FadD28 bisubstrate probe binding, primary screen, biochemical, fluorescence polarization, single point | Mycobacterium tuberculosis FadD28 fatty-acid-AMP ligase | inhibition, % at 12.5 µM | hit rate 0.22% among 360,000 | AID 588549, 2011; in the data active means inhibition above about 8.5%, passing the limit was not always enough; inconclusive means no clear call, values can overlap the other calls
Mtb FBA inh: Mtb FBA enzyme inhibitors, primary screen, biochemical, fluorescence, strain H37Rv; AID 588726, 2011; purified M. tuberculosis FBA, fluorescence read-out; hit rate 2.3% among 360,000; inhibition, % at 1 µM; Fructose-bisphosphate aldolase (Mycobacterium tuberculosis (strain ATCC 25618 / H37Rv)), …; in the data active means inhibition above about 27%;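 further: 0% = vehicle and 100% = reference inhibitor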
Target sequence (P9WQA3 whole entry, looked up): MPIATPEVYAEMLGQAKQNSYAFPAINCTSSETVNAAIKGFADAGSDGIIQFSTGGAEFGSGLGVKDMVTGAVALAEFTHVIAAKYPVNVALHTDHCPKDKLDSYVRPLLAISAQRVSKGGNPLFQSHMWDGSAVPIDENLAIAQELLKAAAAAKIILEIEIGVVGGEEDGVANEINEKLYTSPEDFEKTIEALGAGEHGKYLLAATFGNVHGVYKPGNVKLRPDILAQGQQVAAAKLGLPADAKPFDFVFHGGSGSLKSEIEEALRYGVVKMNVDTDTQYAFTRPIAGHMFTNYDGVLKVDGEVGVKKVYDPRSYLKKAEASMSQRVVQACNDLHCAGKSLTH
BoNT F protease: BoNT/F light chain protease inhibitors, primary screen, biochemical, flow cytometry, MLPCN library; Botulinum neurotoxin type F light chain protease (Clostridium botulinum); Multiplex microsphere protease cleavage assay; inhibition, % at 10 µM; hit rate 0.22% among 360,000; AID 588497, 2011; in the data active means inhibition above about 35%, passing the limit was not always enough; inconclusive means no clear call, values can overlap the other calls; further: plate controls were buffer without enzyme for full effect and enzyme alone for no effect
* = called active by the depositor; ? = inconclusive; / = no result given. Unless noted, no stated cut-off is given here; in the data, active means inhibition above about 30%; inactive means the rest. This is a random part of the collection. Share with any hit: about 4.8%.

Under each structure – CCHFV vOTU inh	PrPC surface inh	BoNT-A LC inh2	Mtb BioA inh	GDH-TPI counter	Mtb UGM inh	FadD28 binding	Mtb FBA inh	BoNT F protease
COCCNC(=O)c1ccc(CS(=O)(=O)c2ccccc2)o1
    -1.8	7.2	2.7	-2.1	13.3	-0.3	-0.5	-1.3	5.7
CCOC(=O)N1CCN(C(=O)CSCC(=O)N=c2sc3cc(OC)ccc3n2C)CC1
    5.3	9.6	0.2	-2.8	25.3	/	-4.4	-1.3	-8.4
CC(=O)Nc1ccc2nc(-c3ccccc3)cn2c1
    -15.2	0.9	-1.8	/	13.6	-0.7	-0.5	38.2*	-8.9
COc1ccc(C(=O)NC(NC(=O)c2ccc(OC)c(OC)c2)c2ccccc2F)cc1OC
    -7.5	7.5	-0.1	/	-6.8	3.0	-4.8	-0.8	-2.1
CC(C(=O)Nc1ccc(C(F)(F)F)cc1)N(C)CC(=O)N1CCN(Cc2ccccc2)CC1 (stereo not drawn)
    16.7	-4.5	0.7	2.6	2.6	0.0	-2.1	3.2	4.3
O=P(N1CC1)(N1CC1)N1CCc2ccccc21
    -7.7	-0.3	0.6	-1.1	2.2	/	-2.4	0.1	7.5
O=C1/C(=C/c2cccc([N+](=O)[O-])c2)CSc2ccc(Cl)cc21
    9.3	5.4	?	/	4.2	-1.2	-4.7	-1.3	?
Cn1c(CNC(=O)CNC(=O)Cc2ccccc2)cc(=O)n(C)c1=O
    -1.1	3.2	0.5	2.0	3.4	-0.8	-2.2	-2.3	-4.6
O=C(Cc1ccc2c(c1)OCCO2)N1CCN(S(=O)(=O)c2cccc(Cl)c2Cl)CC1
    -10.1	-5.3	0.4	-4.2	-4.4	-0.3	-6.2	-2.1	-6.6
CCCC(C(=O)NC(C)(C)C)N(CC1CCCO1)C(=O)c1snc(C(N)=O)c1N (stereo not drawn)
    -1.2	-2.8	-0.1	/	3.1	-2.2	-1.4	5.1	0.6

7 entries drawn at random from those above, as already listed:
Under each structure – CCHFV vOTU inh	PrPC surface inh	BoNT-A LC inh2	Mtb BioA inh	GDH-TPI counter	Mtb UGM inh	FadD28 binding	Mtb FBA inh	BoNT F protease
Cn1c(CNC(=O)CNC(=O)Cc2ccccc2)cc(=O)n(C)c1=O
    -1.1	3.2	0.5	2.0	3.4	-0.8	-2.2	-2.3	-4.6
CCOC(=O)N1CCN(C(=O)CSCC(=O)N=c2sc3cc(OC)ccc3n2C)CC1
    5.3	9.6	0.2	-2.8	25.3	/	-4.4	-1.3	-8.4
O=C1/C(=C/c2cccc([N+](=O)[O-])c2)CSc2ccc(Cl)cc21
    9.3	5.4	?	/	4.2	-1.2	-4.7	-1.3	?
CCCC(C(=O)NC(C)(C)C)N(CC1CCCO1)C(=O)c1snc(C(N)=O)c1N (stereo not drawn)
    -1.2	-2.8	-0.1	/	3.1	-2.2	-1.4	5.1	0.6
COc1ccc(C(=O)NC(NC(=O)c2ccc(OC)c(OC)c2)c2ccccc2F)cc1OC
    -7.5	7.5	-0.1	/	-6.8	3.0	-4.8	-0.8	-2.1
CC(=O)Nc1ccc2nc(-c3ccccc3)cn2c1
    -15.2	0.9	-1.8	/	13.6	-0.7	-0.5	38.2*	-8.9
CC(C(=O)Nc1ccc(C(F)(F)F)cc1)N(C)CC(=O)N1CCN(Cc2ccccc2)CC1 (stereo not drawn)
    16.7	-4.5	0.7	2.6	2.6	0.0	-2.1	3.2	4.3

More records
Under each structure – CCHFV vOTU inh	PrPC surface inh	BoNT-A LC inh2	Mtb BioA inh	GDH-TPI counter	Mtb UGM inh	FadD28 binding	Mtb FBA inh	BoNT F protease
O=C(Nc1ccccc1N1CCCCC1)c1ccc(Cl)cc1
    9.4	-3.7	-1.6	0.6	1.7	-0.2	-2.5	2.7	2.8
Nc1c(Nc2ccccc2)c2ccccc2oc1=O
    1.8	1.5	9.5	3.7	16.5	1.3	-2.1	-3.2	15.9
CCN1CCN(c2ccc(S(=O)(=O)N3CCCCC3)cc2NC(=O)Cc2ccc(Cl)c(Cl)c2)CC1
    /	/	4.0	-1.3	0.0	0.6	-2.2	2.6	1.8
C#CCOCCOCCOCCNc1nc(N2CCOCC2)nc(N2CCN(C(=O)[C@H](CCCCN)n3cc([C@@H](N)C(C)CC)nn3)CC2)n1 (stereo partly drawn)
    0.7	8.6	-0.2	-0.6	7.2	1.2	-1.9	0.5	-12.2
CCOC(=O)c1c(-c2cccs2)csc1N
    7.7	4.9	-0.3	/	-3.2	-1.1	-1.3	-0.4	-0.6
CCN(Cc1cc2cc(C)ccc2[nH]c1=O)C(=O)c1cccc(OC)c1
    -0.5	9.7	0.4	5.0	8.7	2.0	-0.4	10.3	-4.3
Cc1cc(NC(=O)CSc2nnc(C)o2)no1
    -1.6	0.3	0.4	-2.5	1.7	0.8	-1.4	0.1	1.7
Cc1cc(C(=O)N/N=C/c2cccn2C)n[nH]1
    4.6	-6.0	0.0	-0.5	18.7	-0.8	-0.5	-2.9	3.2
CC1CCCC(C)N1C(=O)COC(=O)c1cc(S(=O)(=O)N2CCOCC2)ccc1Cl (stereo not drawn)
    2.3	-2.4	0.2	-1.0	9.1	0.9	-1.1	2.4	4.0
CN(C)c1ccc(-c2cc3ccccc3c(=O)o2)cc1
    5.8	-5.7	8.6	-4.7	25.6	0.8	-0.7	13.2	3.3
Cc1ccc2oc(=O)c3cnn(CC(=O)N4CCCCCC4)c3c2c1
    -1.2	-0.5	-1.0	0.1	5.3	-2.5	-2.2	-0.2	-0.7
CCOc1ccc(N(CC(N)=O)S(=O)(=O)c2ccc(F)cc2)cc1
    -4.2	-0.1	-0.6	0.5	-0.8	-0.2	1.9	1.6	-3.6
O=C(COC(=O)c1ccc(O)cc1O)NCCN1C(=O)CSC1=O
    -10.0	-1.7	0.4	1.6	-10.0	1.0	-3.5	-0.4	-6.5
CCC(C)(C)NC(=O)CN(Cc1ccccc1Cl)C(=O)CCC(=O)Nc1cc(C)ccn1
    -3.3	-0.3	0.4	0.2	0.6	0.5	-0.5	-2.8	0.2
O=c1[nH]cnc2c1oc1ccccc12
    -25.2	-1.7	-1.2	-3.5	8.1	0.3	-0.5	-8.3	-14.8
CCc1nc2ccc(C(=O)NCC3CCCCC3)cn2c1N(CCC(C)C)CCN(C)C
    2.8	-7.7	-0.4	2.3	16.8	/	-0.2	4.5	-1.3
OC(CN1C2=NCCN2c2ccccc21)c1ccc2c(c1)OCO2 (stereo not drawn)
    -7.5	52.9*	0.7	/	-0.9	-2.6	2.0	-0.3	-9.1
O=C(Cc1ccccc1)Nc1cccc(NC(=O)c2cccs2)c1
    8.9	31.6*	0.1	/	5.5	-2.6	-6.3	-4.5	5.1
CC1(C(=O)NS(=O)(=O)C2CC2)CCCN(C(=O)c2cccc(OC(F)(F)F)c2)C1 (stereo not drawn)
    11.4	-6.8	0.3	-0.3	12.9	/	-0.5	1.7	2.3
Cc1cccc2c1N(C(=O)c1ccco1)C(C)(C)c1ssc(=S)c1-2
    4.5	0.6	-0.6	-0.8	10.5	-5.3	-1.8	0.7	-13.1

Remaining list, next part:
SMILES,CCHFV vOTU inh,PrPC surface inh,BoNT-A LC inh2,Mtb BioA inh,GDH-TPI counter,Mtb UGM inh,FadD28 binding,Mtb FBA inh,BoNT F protease
CCOC(=O)c1ccc(NC(=O)CSc2ncccn2)cc1,1.6,0.5,0.5,0.5,6.7,2.9,0.6,7.3,18.0
CCOC(=O)N1CCN(C(=O)c2cc(Cl)c(Cl)cc2C(=O)O)CC1,/,/,-0.6,/,0.9,1.1,-2.3,0.3,-13.7
O=C(Nc1ccc(S(=O)(=O)Nc2ncccn2)cc1)c1cncc(Br)c1,-7.8,-2.4,-0.5,/,10.3,1.5,-1.6,-0.1,-8.5
Cc1cc(SCC2=NNC(=O)C2)c(Cl)cc1Cl,-2.5,18.9,/,-1.0,6.2,-3.0,0.6,-0.8,/
CCCCNC(=O)COC(=O)C1CCN(S(=O)(=O)c2ccc3c(c2)OCCO3)CC1,9.4,2.5,/,-2.2,-0.6,-0.4,0.4,1.8,/
c1ccc(NC2=Nc3ccccc3CS2)cc1,-1.0,0.8,-1.7,/,15.6,0.3,0.3,0.5,26.0
CCCN1CCN(CCCNC(=O)Cn2nc(C)n3c(cc4cc(OC)ccc43)c2=O)CC1,2.5,-10.9,1.2,3.3,3.4,1.9,-3.1,11.0,1.8
CC(CC(=O)O)CC(=O)Nc1cccc([N+](=O)[O-])c1 (stereo not drawn),-0.7,-2.7,0.4,/,-2.2,-3.3,-0.2,-1.9,8.8
CC1(C)CN(C2CCCCC2)C(=O)[C@H]1CC(=O)Nc1ccccc1,3.9,-2.2,0.0,0.9,8.2,/,0.2,1.7,1.3
CC1(C(=O)NS(=O)(=O)c2ccccc2Cl)CCN1C(=O)C1(c2ccc(Cl)cc2)CCC1 (stereo not drawn),16.4,4.0,0.0,-0.4,6.6,/,1.3,4.7,-1.1
COc1ccc(CC(=O)NNC(=O)c2ccncc2)cc1,-1.1,-5.2,0.1,-5.1,25.6,0.7,0.0,0.8,3.8
C=CCN(c1ccccc1)S(=O)(=O)c1ccc2c(c1)NC(=O)C(C)C(=O)N2 (stereo not drawn),-5.8,5.6,-0.5,0.8,-3.4,-0.8,-2.9,1.0,-4.3
COCCCNC(=O)c1ccc2c(=O)n(Cc3ccc(OC)cc3)c(=O)[nH]c2c1,-2.5,-5.9,-1.7,/,6.9,-0.2,-12.2,1.3,-8.0
O=S1(=O)N=C(SCCO)c2ccccc21,9.0,1.6,-0.6,4.6,9.7,-1.2,0.5,0.7,-3.2
CCOC(=O)C1(Cc2ccccc2C)CCCN(C(=O)c2ccoc2)C1 (stereo not drawn),-5.6,4.6,1.3,0.1,6.3,4.1,-0.5,1.7,-1.6
COc1ccc(N(Cc2ccco2)C(=O)c2ccccc2F)cc1OC,-1.6,-2.2,-0.1,0.3,13.8,2.7,-1.3,2.9,-13.3
CC1=Nc2ccccc2N=C(N)C1c1ccccc1 (stereo not drawn),-1.5,-2.7,0.7,/,6.7,0.0,-2.6,7.0,-6.9
Cc1cccc(N2CCN(C(=O)c3ccc4nc(N5CCCCC5)sc4c3)CC2)c1C,6.7,-3.2,-0.1,-1.0,3.4,0.9,0.0,1.0,0.4
Cn1nccc1C(=O)c1ccc(Cl)cc1,5.4,-1.4,0.4,-1.3,9.2,-0.6,0.6,-1.2,-4.0

Whole records as entered above. Order of values: CCHFV vOTU inh, PrPC surface inh, BoNT-A LC inh2, Mtb BioA inh, GDH-TPI counter, Mtb UGM inh, FadD28 binding, Mtb FBA inh, BoNT F protease
C=CCN(c1ccccc1)S(=O)(=O)c1ccc2c(c1)NC(=O)C(C)C(=O)N2 (stereo not drawn) is listed with -5.8, 5.6, -0.5, 0.8, -3.4, -0.8, -2.9, 1.0, -4.3
CC1=Nc2ccccc2N=C(N)C1c1ccccc1 (stereo not drawn) is listed with -1.5, -2.7, 0.7, /, 6.7, 0.0, -2.6, 7.0, -6.9
COc1ccc(N(Cc2ccco2)C(=O)c2ccccc2F)cc1OC is listed with -1.6, -2.2, -0.1, 0.3, 13.8, 2.7, -1.3, 2.9, -13.3
